IDE cell activ – IDE (human) activation, cell-based. P14735. HEK cells, FAbeta-B cleavage, fluorescence polarization; 0% vehicle, 100% cell-free pure enzyme wells. activation, % at 5.96 µM. 340,000 tested, 0.073% active. AID 493087;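 active means activation above the mean of all tested compounds plus 3 SD, set per screening campaign, cut at about 17% in these data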
HCV NS3 hel inh – inhibitors of Hepatitis C virus NS3 helicase; AID 1800; NS3 helicase DNA unwinding, Cy5 molecular beacon fluorescence; inhibition, % at 10.9 µM; 290,000 tested, 0.56% active;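 active means inhibition above the mean of all tested compounds plus 3 SD, set per campaign, cut at about 35% in these data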;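 further: 0% = DMSO wells and 100% = thioflavine S control wells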
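Assay system: hepatitis C virus NS3 helicase domain fragment enzyme. Also added: annealed dual-labelled DNA beacon duplex, ATP-started. Timing: 1 h reaction at 25 °C, ATP-initiated. Technique: Cy5 fluorescence at 0 and 60 min, beacon hairpin quenching. Evaluation: % inhibition of unwinding. Replication: one well per compound.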
VIM-2 inh – inhibitors of Pseudomonas aeruginosa VIM-2 metallo-beta-lactamase; inhibition, % at 5.6 µM; 290,000 tested, 0.89% active; purified VIM-2, nitrocefin hydrolysis, epi-absorbance fluorescence;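 active means inhibition above the mean of all tested compounds plus 3 SD, cutoff set per screening run, cut at about 7.5% in these data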;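 further: red hydrolysis product quenches plate fluorescence so inhibitors raise well fluorescence; 0% = enzyme with DMSO and 100% = DMSO without enzyme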
DNA FID counter – counter-screen for HCV NS3 helicase inhibitors: DNA intercalator displacement. DNA fluorescent intercalator displacement, fluorescence. inhibition, % at 7.9 µM. 290,000 tested, 0.17% active; in the data active means inhibition above about 37%;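 further: 0% = vehicle and 100% = reference compound; higher means more ethidium bromide displaced from hairpin DNA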
PHOSPHO1 block – inhibitors of human PHOSPHO1 phosphatase. Q8TCT1. recombinant PHOSPHO1, absorbance phosphatase assay. inhibition, % at 13.3 µM. 290,000 tested, 1.1% active; in the data active means inhibition above about 60%
Target sequence (Q8TCT1 whole entry, looked up): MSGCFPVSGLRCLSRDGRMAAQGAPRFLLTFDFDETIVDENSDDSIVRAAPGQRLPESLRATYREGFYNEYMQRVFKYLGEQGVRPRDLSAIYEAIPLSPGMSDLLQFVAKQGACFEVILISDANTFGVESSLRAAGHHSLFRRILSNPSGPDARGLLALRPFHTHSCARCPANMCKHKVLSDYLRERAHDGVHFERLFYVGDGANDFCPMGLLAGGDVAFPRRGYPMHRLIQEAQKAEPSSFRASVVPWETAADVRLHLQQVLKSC
MEKK3 PB1 HTS – raises or lowers MEK5 binding to the human MEKK3 PB1 domain; bead-based flow cytometry, Alexa488-MEK5 binding to MEKK3; actives lie on both sides; 0 = blocked by unlabeled MEK5, 100 = vehicle; binding response (% of control), % at 10 µM; 290,000 tested, 1.4% active;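 active means binding response more than 3 SD above or below the average of its plate-row segment, actives on both sides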;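 further: Alexa488 bead fluorescence after subtracting the streptavidin-only scavenger bead signal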
Target sequence (Q99759 whole entry, looked up, the tested form may be a part): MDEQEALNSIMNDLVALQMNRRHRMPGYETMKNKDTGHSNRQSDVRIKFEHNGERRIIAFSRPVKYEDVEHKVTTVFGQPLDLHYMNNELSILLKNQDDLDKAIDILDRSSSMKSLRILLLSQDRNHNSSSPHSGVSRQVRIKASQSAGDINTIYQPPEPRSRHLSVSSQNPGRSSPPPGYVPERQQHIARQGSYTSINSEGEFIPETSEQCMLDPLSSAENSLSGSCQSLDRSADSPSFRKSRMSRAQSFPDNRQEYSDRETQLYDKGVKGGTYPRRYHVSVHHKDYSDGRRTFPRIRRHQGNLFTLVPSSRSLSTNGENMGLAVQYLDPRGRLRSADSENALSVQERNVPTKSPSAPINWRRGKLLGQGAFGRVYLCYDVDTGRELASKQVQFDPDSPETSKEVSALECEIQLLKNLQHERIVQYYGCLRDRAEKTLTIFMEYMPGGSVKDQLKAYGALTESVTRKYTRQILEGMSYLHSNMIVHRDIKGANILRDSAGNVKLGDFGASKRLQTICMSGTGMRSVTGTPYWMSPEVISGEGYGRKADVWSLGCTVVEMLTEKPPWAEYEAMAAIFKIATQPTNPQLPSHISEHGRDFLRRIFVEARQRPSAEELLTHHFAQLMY
UBC9 SUMO inh – blocks human SUMOylation mediated by UBC9; AID 2006; P63279; HTRF SUMOylation assay, SAE1/SAE2 + UBC9, in vitro; 290,000 tested, 0.36% active; inhibition, % at 35 µM; in the data active means inhibition above about 50%, passing the limit was not always enough; further: strong numbers were not always called active
Target sequence (P63279 whole entry, looked up): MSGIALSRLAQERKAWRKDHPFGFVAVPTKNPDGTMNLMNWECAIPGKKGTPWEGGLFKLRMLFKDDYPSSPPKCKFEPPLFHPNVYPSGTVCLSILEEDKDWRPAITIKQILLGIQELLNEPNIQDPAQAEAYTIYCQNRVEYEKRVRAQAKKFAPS
IMP-1 inh – blocks Pseudomonas aeruginosa IMP-1 metallo-beta-lactamase; inhibition, % at 5.6 µM; purified IMP-1, nitrocefin hydrolysis, epi-absorbance fluorescence; 290,000 tested, 0.45% active; AID 1556;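 active means inhibition above the mean plus 3 SD of all compounds in the same screening run, cut at about 4.5% in these data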;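 further: 0% = IMP-1 with DMSO and 100% = DMSO wells lacking enzyme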
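System – purified recombinant IMP-1 beta-lactamase · Input – IMP-1 dispensed at 0.2 nM · Timing – 15 min preincubation plus 25 min reaction at 25 °C · Signal – Epi-absorbance fluorescence, 480 nm excitation, 530 nm emission · Measure – percent IMP-1 inhibition derived from blank-referenced optical density · Controls – Enzyme-plus-DMSO low control, enzyme-free DMSO high control · Replication – singlicate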
pCIP destab – p/CIP protein destabilization | decrease of EGFP signal, % at 10 µM | Q05BA5 | 290,000 tested, 0.01% active | F442A p/CIP-EGFP cells, EGFP fluorescence, 16 h;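 active means EGFP signal decrease of at least 30% at 10 µM or well 3 SD below plate mean, unless failing retest; inactive means the rest, including hits failing retest or dose response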; further: some compounds called inactive have numbers as strong as hits; many of its hits are not listed in these tables
Active calls of the source: *; . = no result given. Some of the compounds tested; the hit share may differ from the screen's.

SMILES | IDE cell activ | HCV NS3 hel inh | VIM-2 inh | DNA FID counter | PHOSPHO1 block | MEKK3 PB1 HTS | UBC9 SUMO inh | IMP-1 inh | pCIP destab
COc1cc(C(=O)NC(C)c2ccc(S(N)(=O)=O)cc2)ccc1OCC(=O)N1CCOCC1 (stereo unspecified) | 0.5 | 2.5 | -2.1 | -13.9 | 38.1 | 104.0 | 4.7 | -1.1 | 6.6
CCn1c(SCC(=O)N2CCN(c3ccccc3)CC2)nnc1-c1cc2cc(Cl)ccc2o1 | -19.4 | -9.0 | -1.4 | -0.1 | 13.1 | 98.0 | 0.0 | -0.5 | 4.3
CCCc1ccccc1OCCNC(C)=O | -1.7 | -6.0 | -2.2 | -2.9 | 9.7 | 105.0 | 21.7 | -3.1 | -15.8
CN1CCN(C(=S)Nc2ccc(Cl)cc2Cl)CC1 | -0.8 | -3.5 | -3.6 | 0.6 | 17.5 | 104.0 | -3.2 | -2.6 | 3.9
Clc1ccc(N=C2SCCS2)cc1 | 7.1 | 12.0 | 0.8 | 3.5 | 26.8 | 79.0 | 19.0 | 0.4 | -9.7
O=C(NCCC1=CCCCC1)C1CCC(CNc2c(N3CCCCC3)c(=O)c2=O)CC1 (stereo unspecified) | 4.2 | 4.5 | 0.4 | -2.7 | -2.2 | 99.0 | 5.4 | -0.6 | -1.7
O=C(Cc1ccc(F)cc1)Nc1nnc(SCC(=O)NC2CCCC2)s1 | 3.4 | 5.5 | -2.7 | 4.9 | 48.4 | 98.0 | 5.7 | -1.7 | -10.9
CC1/C(=N/O)CC(c2ccco2)NC1c1ccco1 (stereo unspecified) | 1.1 | -1.6 | -1.2 | 6.8 | -7.8 | 97.0 | 0.4 | 0.2 | -10.6
CC(C)[C@H](NC(=O)c1ccco1)C(=O)NC12CC3CC(CC(C3)C1)C2 | 3.9 | 7.5 | -0.6 | -3.8 | 38.5 | 94.0 | -8.4 | -1.6 | -2.9
COc1ccccc1-c1nnc(SC(C(=O)c2c[nH]c3ccccc23)c2ccccc2)n1C (stereo unspecified) | -3.9 | -29.2 | 2.9 | -28.0 | -15.0 | 102.0 | -14.1 | -3.3 | -6.8
COC(=O)C1CCN(C(=O)COC(=O)[C@@H]2CC(O)CN2S(=O)(=O)c2ccc3c(c2)OCCO3)CC1 (stereo partly specified) | 5.6 | 2.0 | -0.5 | -13.7 | 4.2 | 103.0 | 1.7 | -5.4 | -4.5
CC1=C(C)NC(=S)SC1 | 6.5 | -1.8 | -0.4 | 5.7 | 73.3* | 106.0 | 9.0 | -3.4 | 4.0
Cc1c(Cl)cccc1NC(=O)CCC(=O)NNC(=O)CCC(=O)O | 1.6 | -1.6 | -2.4 | -2.7 | 21.4 | 103.0 | 16.3 | -1.1 | -1.9
O=C(c1ccc2nc[nH]c2c1)N1CCN(c2ncc(C(F)(F)F)cc2Cl)CC1 | 7.5 | 4.6 | -3.5 | -38.0 | 6.1 | 100.0 | -3.1 | -3.0 | 2.3
O=S(=O)(Nc1nc2ccccc2nc1Cl)c1ccc2c(c1)OCCO2 | 1.2 | 12.9 | -0.7 | -21.9 | -15.8 | 105.0 | 13.7 | -2.8 | 15.9
CCCN1C2CCCC1CC(NC(=S)Nc1ccc(OC)cc1)C2 (stereo unspecified) | 4.4 | 1.7 | -3.6 | 7.5 | 26.2 | 102.0 | 15.8 | -2.0 | -8.8
O=C(NCc1ccncc1)C1CCCN(S(=O)(=O)c2ccc(Br)cc2)C1 (stereo unspecified) | 0.6 | -0.8 | 0.6 | -9.8 | 31.3 | 101.0 | 5.4 | -1.9 | -8.8
COC(=O)c1ccc(NC(=O)CNc2ccccc2)cc1 | 4.7 | -9.7 | 0.4 | -1.5 | 9.7 | 86.0 | 14.5 | 0.5 | 0.9
CCOc1ccc(C(=O)c2cc([N+](=O)[O-])ccc2Cl)cc1 | 0.9 | 4.8 | -1.4 | 4.0 | 20.7 | 92.0 | 15.2 | -0.9 | -10.1
CCOc1ccc(C(=O)Nc2cccc(C(=O)O)c2C)cc1Cl | 3.1 | -7.5 | -2.4 | 3.5 | 8.4 | 86.0 | 3.2 | -2.9 | 5.6
Cc1ccccc1S(=O)Cc1ccc(C(=O)NCCN2CCOCC2)o1 (stereo unspecified) | 5.0 | -3.8 | -5.9 | -6.5 | 42.2 | 101.0 | 3.2 | -4.2 | 7.7
O=C1CC(c2ccco2)=Nc2ccccc2N1 | 6.7 | 0.3 | 0.4 | 0.0 | -4.7 | 92.0 | -4.7 | -0.8 | 12.2
CCOC(=O)c1ccccc1NS(=O)(=O)c1ccc(OC)cc1 | 3.1 | -8.4 | -3.6 | -8.5 | -16.8 | 98.0 | -10.4 | -4.3 | -7.9
CC(C)Nc1ncnc2c1cnn2-c1ccccc1 | 2.3 | 4.5 | 1.8 | -3.7 | -12.4 | 95.0 | 12.6 | -2.5 | 1.5

Record cards (already shown). Values in the order: IDE cell activ, HCV NS3 hel inh, VIM-2 inh, DNA FID counter, PHOSPHO1 block, MEKK3 PB1 HTS, UBC9 SUMO inh, IMP-1 inh, pCIP destab
Shown for COC(=O)c1ccc(NC(=O)CNc2ccccc2)cc1 = 4.7, -9.7, 0.4, -1.5, 9.7, 86.0, 14.5, 0.5, 0.9
Shown for O=C(c1ccc2nc[nH]c2c1)N1CCN(c2ncc(C(F)(F)F)cc2Cl)CC1 = 7.5, 4.6, -3.5, -38.0, 6.1, 100.0, -3.1, -3.0, 2.3

Next section.
SMILES | IDE cell activ | HCV NS3 hel inh | VIM-2 inh | DNA FID counter | PHOSPHO1 block | MEKK3 PB1 HTS | UBC9 SUMO inh | IMP-1 inh | pCIP destab
CC(C)N1CCC(N2CCN(CCCn3cccn3)CC2CCO)CC1 (stereo unspecified) | -3.3 | 2.2 | -0.4 | -0.6 | 7.6 | 99.0 | 20.8 | -1.0 | -13.4
CCC(=O)Oc1ccc2c(C)cc(=O)oc2c1C(=O)CC | . | 13.5 | 2.5 | -5.7 | 16.6 | 77.0 | 4.1 | 0.6 | -10.7
O=C1Nc2ccccc2C1Cc1ccccc1 (stereo unspecified) | 4.2 | 6.6 | -2.2 | 0.1 | 41.6 | 93.0 | -2.8 | -1.1 | -5.1
COc1cccc(/C=C2\N=C(SC)SC2=O)c1OC | -11.5 | 3.8 | -1.2 | -6.6 | -10.8 | 101.0 | -6.9 | -1.9 | 5.4
COc1cc2cccc(OC)c(=O)c2c(OC)c1OC | -2.2 | 2.5 | -1.7 | -9.4 | 11.4 | 114.0 | 19.2 | -2.2 | -1.7
CCOC(=O)c1ccc(CNC(=O)Cn2nnc(-c3ccccc3)n2)o1 | 3.4 | -7.0 | -1.9 | -11.6 | 8.4 | 94.0 | -1.0 | -2.1 | -1.7
COc1ccc(CS(=O)c2nc(C)cc(C)c2S(C)(=O)=O)cc1 (stereo unspecified) | -3.2 | 7.1 | -1.5 | -8.1 | 53.0 | 95.0 | -3.0 | -1.1 | 7.3
COc1cccc(C2C(C(=O)Nc3cccnc3)=C(C)Nc3nnnn32)c1OC (stereo unspecified) | 5.8 | 0.2 | -2.9 | -4.3 | 3.4 | 101.0 | 29.1 | -3.6 | -7.5
COc1ccccc1N1CCN(C2CCCN(C(=O)c3cc(C)oc3C)C2)CC1 (stereo unspecified) | 8.8 | -5.7 | 0.7 | -18.1 | -1.1 | 102.0 | -4.4 | 1.6 | 2.7
COc1ccccc1C/C(N)=N/OC(=O)COc1ccc(C)cc1C | -3.5 | -2.2 | -1.7 | -4.8 | . | 91.0 | . | -0.6 | .
CC1=C(O)C(=O)OC1c1c(Cl)cccc1Cl (stereo unspecified) | 5.5 | -1.2 | -1.5 | -5.8 | -1.2 | 99.0 | -3.9 | -3.6 | 1.3
O=C(NC(=S)Nc1ccc(N2CCOCC2)cc1)c1ccc(Cl)cc1 | 2.1 | -7.4 | -3.9 | -4.6 | -10.9 | 101.0 | 8.6 | -1.7 | 0.1
O=C(O)c1ccc(C(=O)c2ccc3c(c2)C(=O)N(Cc2ccco2)C3=O)cc1 | 6.3 | 9.3 | -1.0 | -21.3 | 15.6 | 98.0 | 3.2 | -2.4 | -2.7
Cc1nc2scc(C)n2c(=O)c1S(=O)(=O)NCC1CCN(Cc2ccc(F)cc2)CC1 | 10.6 | 7.6 | 1.1 | 11.6 | 54.3 | 97.0 | 4.8 | 1.1 | -2.6
O=c1oc(-c2cccc(S(=O)(=O)N3CCOCC3)c2)nc2ccccc12 | -15.5 | 8.0 | -2.7 | -24.9 | -2.4 | 101.0 | -0.1 | -2.2 | -3.8
O=C(Nc1ccc(F)cc1)c1cccc(N2C(=O)C3C4C=CC(C5CC45)C3C2=O)c1 (stereo unspecified) | -0.7 | -14.2 | -1.9 | -15.1 | 2.5 | 99.0 | -0.6 | -0.4 | -3.4
O=S(=O)(NCCc1ccccc1F)c1cccc(S(=O)(=O)N2CCOCC2)c1 | 1.6 | -0.6 | -1.4 | -17.7 | 3.5 | 93.0 | -7.0 | -4.0 | -5.5
CCn1c(CNC(=O)c2ccccc2Cl)cc2ccccc21 | 3.3 | -6.7 | -2.0 | -14.1 | 40.1 | 102.0 | 0.8 | -0.9 | 3.7
CC(=O)c1cccc(NC(=O)CN2C(=O)C3C4C=CC(C4)C3C2=O)c1 (stereo unspecified) | 6.7 | 12.4 | -3.1 | -9.9 | 13.4 | . | 6.6 | -4.9 | 5.8
CC[C@H](C)C1NC(=O)[C@H](CC(=O)O)NC(=O)c2cc([N+](=O)[O-])cc(I)c2NCCC(C(N)=O)NC1=O (stereo partly specified) | -0.2 | 13.7 | -2.1 | -15.7 | -3.7 | 96.0 | 12.4 | -2.7 | -4.3
CCc1c(C)nc(SCC(=O)NNC(=O)c2ccco2)[nH]c1=O | 3.1 | 6.2 | -2.7 | -3.3 | 1.0 | 95.0 | 8.5 | -0.3 | 0.7
CCOCCCNC(=O)c1cc2c(=O)n(CC)c3ccccc3c2s1 | 1.3 | -9.7 | 7.9* | -30.0 | 15.3 | 103.0 | -0.1 | -2.2 | -1.9
C=CCn1c(=O)n(C(=O)OCC)c2cc(Br)ccc21 | -1.2 | 2.7 | 6.7 | -14.7 | 8.4 | 94.0 | 9.2 | -0.6 | 10.1
N/C(Cc1ccc(Cl)cc1Cl)=N\OC(=O)c1ccccc1 | -3.2 | -3.9 | 0.3 | -5.4 | 24.1 | 107.0 | -5.7 | -1.7 | -2.9
O=C(CCCn1c(=S)[nH]c2cc3c(cc2c1=O)OCO3)N1CCN(c2ncccn2)CC1 | -5.8 | -3.8 | -0.9 | -7.2 | -67.1 | 96.0 | 11.9 | 0.9 | -5.4
CC1=NN(c2ccccc2)C(=O)/C1=C/c1cn(C)c2ccccc12 | 1.5 | 0.1 | -1.4 | 0.4 | 14.7 | 97.0 | -10.4 | -3.8 | 2.1
COc1ccc(C(C)NC(=O)c2ccc(Br)cc2)cc1OC (stereo unspecified) | -0.7 | 4.2 | -3.6 | -6.5 | -7.4 | 103.0 | 15.7 | -1.3 | -13.0
Cc1ccc(Cn2nnc3c(=O)n(CC(=O)N4CCCCC4)cnc32)cc1 | 7.3 | 5.0 | -2.1 | 0.4 | 11.4 | 105.0 | 17.8 | -3.4 | -11.6
COC(=O)c1cccc(NC(=O)CC2C(=O)NCCN2C(=O)Nc2ccccc2)c1 (stereo unspecified) | -3.2 | -3.6 | -2.4 | -11.8 | 32.6 | 100.0 | 9.9 | -0.9 | -7.2

Screening results (PubChem BioAssay)
